DPM-DC inhibit = blocks S. pneumoniae diphosphomevalonate decarboxylase | purified DPM-DC, PK/LDH coupled NADH fluorescence | AID 556 | calls only at 10 µM | hit rate 0.49% among 65,000;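 active = the 320 compounds with the highest percent inhibition in the single-dose primary screen, excluding strongly autofluorescent ones, cut at about 32% in these data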;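 also: kinetic rate of NADH fluorescence loss reporting ADP formed by the decarboxylase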
TNAP inhibition = human TNAP enzyme inhibitors, biochemical, luminescent (AID 518); purified TNAP enzyme, luminescent substrate readout; higher % means a stronger effect; one-dose inhibition, % at 20 µM; IC50 in µM for titrated hits; hit rate 0.09% among 64,000; in the data active = a potency from the dose series; inactive = the rest, 99 in 100 with inhibition below about 22%;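 also: plate controls were vehicle for no effect and reference inhibitor for full effect; many of its hits are not listed in these tables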
MK inhibit = inhibitors of Streptococcus pneumoniae mevalonate kinase; purified MK, PK/LDH-coupled NADH absorbance 340 nm; AID 555; hit rate 0.48% among 65,000; inhibition, % at 10 µM;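 active = ranked among the strongest by inhibition in the single 10 µM screen, a fixed top-ranked set picked for dose follow-up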; also: no value below 0 was filed
Bfl-1 displacement = Bfl-1 inhibitors, primary screen, biochemical, fluorescence polarization, FITC-Bid, mouse (AID 432); FITC-Bid BH3 peptide fluorescence polarization displacement; higher % means a stronger effect; displacement, % at 20 µM; hits with a dose series show IC50 in µM; hit rate 0.02% among 64,000; in the data active = a potency from the dose series; inactive = the rest, 99 in 100 with displacement below about 15%; also: strong numbers were not always called active
LYP phosphatase = LYP phosphatase inhibitors, primary screen, biochemical, DiFMUP fluorescence, recombinant catalytic domain, 10 µM (AID 606); recombinant LYP catalytic domain, DiFMUP fluorescence; higher % means a stronger effect; inhibition, % at 10 µM, or IC50 in µM where a hit was titrated; 52,000 tested, under 10 active;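 active = IC50 under 40 µM in the dose-response test; inactive = IC50 of 40 µM or more, or never dose-tested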
HPDE-C7 cytotoxicity = cytotoxicity in HPDE-C7 cells, cell-based, fluorescence, HTS (AID 430); HPDE-C7 pancreatic duct cells viability, fluorescence; higher % means a stronger effect; hit rate 1.8% among 63,000; cytotoxicity, % at 10 µM; hits with a dose series show EC50 in µM;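 also: cells exposed to compound for 48 hours before viability readout; 0% = vehicle and 100% = reference cytotoxic drug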
HT1080 cytotoxicity = cytotoxicity in HT1080 fibrosarcoma cells, cell-based, fluorescence readout (AID 620); hit rate 0.42% among 87,000; cytotoxicity, % at 10 µM, or EC50 in µM where a hit was titrated; HT1080 viability, fluorescence; higher % means a stronger effect;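 also: cells exposed to compound overnight then 4 h with Alamar Blue; 0% = vehicle DMSO and 100% = killing control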
HPDE-C7K KRASV12 = cytotoxicity in KRAS-transformed pancreatic duct cells, primary screen, cell-based, fluorescence, HTS (AID 431) | HPDE-C7K KRASV12 cells, Alamar Blue viability, 48 h; higher % means a stronger effect | cytotoxicity, % at 10 µM, or EC50 in µM where a hit was titrated | hit rate 1.7% among 63,000;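 active = compounds whose percent cytotoxicity in the single-dose primary screen, scaled between solvent and toxic-drug controls, exceeds 50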;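 also: 0% = DMSO solvent wells and 100% = doxorubicin-treated wells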
Spn PMK inh = blocks S. pneumoniae phosphomevalonate kinase. purified PMK, PK/LDH-coupled NADH absorbance 340 nm. inhibition, % at 10 µM. hit rate 0.49% among 65,000;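 active = top-ranked compounds by inhibition in the single 10 µM screen, taking a fixed number of the strongest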;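 also: 0% = full reaction with DMSO carrier and 100% = background rate without enzyme reaction; no value below 0 was filed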
Spn PMK inh pilot replicates = also measured in Spn PMK inh; calls as there; inhibition, %; measured here: pilot screen replicates
MK inhibit pilot replicates = also measured in MK inhibit; calls as there; inhibition, %; measured here: pilot screen replicates
DPM-DC inhibit pilot screen % = recorded beside DPM-DC inhibit, whose call it bears; inhibition, %; measured here: pilot screen trials
An asterisk follows results filed as active; i = inactive; x = no result given. Rule as the data show it, unless noted: active = cytotoxicity above about 50%; inactive = the rest.

SMILES	DPM-DC inhibit	TNAP inhibition	MK inhibit	Bfl-1 displacement	LYP phosphatase	HPDE-C7 cytotoxicity	HT1080 cytotoxicity	HPDE-C7K KRASV12	Spn PMK inh	others
Nc1nonc1-n1nnc(C(=O)c2ccccc2)c1-c1ccccc1	i	9.7%	0.0	-2.9%	4.7%	-29.6%	6.1%	-16.7%	6.0	Spn PMK inh pilot replicates=2.0;MK inhibit pilot replicates=0.0;DPM-DC inhibit pilot screen %=0.5
C[C@H](NC(=O)OC(C)(C)C)c1nnc(SCC(=O)Nc2ccc(Br)cc2)o1	i	0.8%	2.0	-13.1%	x	-13.8%	14.8%	-3.6%	9.0
COc1ccc2c(c1)NC1(O)c3ccccc3C(=O)C21O (stereo not drawn)	i	-0.3%	0.0	2.6%	x	2.4%	0.1%	0.1%	14.0
COc1ccc(Br)cc1-c1noc(-c2ccncc2)n1	i	6.0%	5.0	-0.7%	10.5%	-2.0%	3.6%	11.5%	5.0
COc1ccccc1NC(=O)N1CCN(c2ccccc2F)CC1	i	9.8%	7.0	-1.3%	-1.3%	1.9%	0.4%	8.0%	0.0	Spn PMK inh pilot replicates=1.0;MK inhibit pilot replicates=1.0;DPM-DC inhibit pilot screen %=2.0
Cc1cc(C)c(C)c(OCC(=O)NCc2nc(-c3ccccc3)no2)c1	i	10.2%	10.0	-7.5%	6.3%	0.8%	3.7%	-0.6%	0.0
O=C(NC1CC1)c1c[nH]c2ccc(S(=O)(=O)Nc3cccc(C(F)(F)F)c3)cc2c1=O	i	7.3%	2.0	0.5%	x	11.8%	-10.6%	18.0%	9.0
CCc1nnc(NC(=O)C2CCN(c3nc(C)cc(C)n3)CC2)s1	i	3.9%	10.0	-6.6%	x	4.9%	21.0%	-6.1%	14.0
O=C(NCc1ccccn1)c1cnc2sccn2c1=O	i	13.2%	4.0	-2.9%	4.3%	-4.2%	-0.9%	-5.5%	18.0
CN(C)CCOC(=O)Cc1ccc(Cl)cc1	i	16.7%	8.0	-1.0%	-4.3%	-10.4%	0.9%	-13.8%	4.0
Cn1cnnc1SCC(=O)NC(=O)NC1CCCC1	i	8.4%	0.0	4.0%	-2.8%	5.6%	-0.3%	5.0%	10.0
Cc1cccc(N2C(N)=C(C#N)C(C#N)(C#N)C2c2ccccc2)c1 (stereo not drawn)	i	17.1%	11.0	3.6%	x	-9.5%	9.7%	6.1%	0.0
COc1ccc(OC)c(S(=O)(=O)Nc2ccc(O)c3ccccc23)c1	i	27.9%	12.0	2.5%	-16.7%	-23.3%	12.7%	-6.7%	0.0	Spn PMK inh pilot replicates=11.5;MK inhibit pilot replicates=0.0;DPM-DC inhibit pilot screen %=3.5
CCC(Sc1nc(=O)cc(N)n1CCc1ccccc1)C(=O)Nc1ccccc1C#N (stereo not drawn)	i	4.7%	3.0	-4.9%	13.7%	-11.2%	-1.6%	-20.9%	4.0
CC(=O)c1ccc(NC(=O)C2CCCN2S(=O)(=O)c2cccc3cccnc23)cc1 (stereo not drawn)	i	4.5%	5.0	5.3%	5.3%	-1.5%	0.6%	2.6%	6.0
COc1ccccc1N1CCN(CCC(=O)Nc2ccc3c(c2)OCO3)CC1	i	5.0%	2.0	1.0%	x	-2.4%	x	7.5%	0.0
Cn1c(SCc2ccccc2)nnc1-c1cccs1	i	23.9%	1.0	-10.1%	-11.6%	-24.4%	7.8%	-16.9%	12.0
COC1=Cc2c(ccc3ccc(=O)oc23)OC1(C)C	i	12.4%	11.0	0.3%	-7.5%	-1.8%	3.2%	3.6%	0.0
C=CCS/C(=N\n1cnc2ccccc2c1=O)N1CCCCC1	i	5.4%	4.0	-2.9%	3.0%	-12.9%	-15.3%	7.8%	18.0
O=C(C1CCC(CNS(=O)(=O)c2cccc3cccnc23)CC1)N1CCCC1 (stereo not drawn)	i	13.9%	4.0	-2.7%	-4.0%	8.3%	6.8%	11.5%	1.0	Spn PMK inh pilot replicates=1.0;MK inhibit pilot replicates=0.0;DPM-DC inhibit pilot screen %=1.0

Retrieved by structure from the list above (3):
SMILES	DPM-DC inhibit	TNAP inhibition	MK inhibit	Bfl-1 displacement	LYP phosphatase	HPDE-C7 cytotoxicity	HT1080 cytotoxicity	HPDE-C7K KRASV12	Spn PMK inh	others
COc1ccccc1N1CCN(CCC(=O)Nc2ccc3c(c2)OCO3)CC1	i	5.0%	2.0	1.0%	x	-2.4%	x	7.5%	0.0
O=C(C1CCC(CNS(=O)(=O)c2cccc3cccnc23)CC1)N1CCCC1 (stereo not drawn)	i	13.9%	4.0	-2.7%	-4.0%	8.3%	6.8%	11.5%	1.0	Spn PMK inh pilot replicates=1.0;MK inhibit pilot replicates=0.0;DPM-DC inhibit pilot screen %=1.0
CCC(Sc1nc(=O)cc(N)n1CCc1ccccc1)C(=O)Nc1ccccc1C#N (stereo not drawn)	i	4.7%	3.0	-4.9%	13.7%	-11.2%	-1.6%	-20.9%	4.0

Carrying on:
SMILES	DPM-DC inhibit	TNAP inhibition	MK inhibit	Bfl-1 displacement	LYP phosphatase	HPDE-C7 cytotoxicity	HT1080 cytotoxicity	HPDE-C7K KRASV12	Spn PMK inh	others
CCOc1ccc(N=C2SC(C(=O)O)CC(=O)N2C)cc1 (stereo not drawn)	i	8.1%	0.0	-1.5%	6.2%	0.2%	8.7%	0.6%	17.0
CCc1ccc(OC(=O)c2ccn(CC)n2)cc1	i	6.6%	1.0	-12.5%	x	-4.5%	1.1%	-4.8%	0.0
COc1ccc(N2CCN(C(=O)CSc3nc4cc(OC)c(OC)cc4cc3C#N)CC2)cc1	i	8.9%	6.0	-5.0%	5.6%	8.6%	5.9%	20.7%	16.0
O=C(Nc1ccccn1)C1CCN(S(=O)(=O)c2cccs2)CC1	i	1.9%	0.0	-0.3%	4.7%	-3.5%	1.9%	-7.9%	14.0
CC(=O)c1coc2ccc(OCCN3CCCCC3)cc12	i	7.6%	7.0	-3.8%	x	-17.7%	-2.1%	-20.1%	4.0
CCOC(=O)CCc1c(C)c2c(C)nn(-c3ccccc3)c2[nH]c1=O	i	3.8%	4.0	-5.2%	11.4%	-19.9%	-0.3%	-5.3%	9.0
CCCOc1ccc(C2C(C(=O)OC)=CN(CCOC)C=C2C(=O)OC)cc1	x	-0.4%	7.0	11.1%	x	-4.9%	-5.9%	-5.9%	17.0	Spn PMK inh pilot replicates=6.0;MK inhibit pilot replicates=4.5
COc1cc(NC(=O)c2cc(-n3cnnc3)ccc2Cl)cc(OC)c1	i	9.5%	0.0	1.1%	x	3.0%	6.8%	5.6%	3.0	Spn PMK inh pilot replicates=6.0;MK inhibit pilot replicates=5.0;DPM-DC inhibit pilot screen %=5.0
O=C(CS(=O)CC(=O)N(CC(=O)NC1CCCC1)C1CCCCC1)Nc1ccc(F)cc1 (stereo not drawn)	i	11.3%	0.0	-5.8%	x	-12.1%	2.1%	-0.4%	14.0
CCOc1ccc(-c2nc(CSCC(=O)N3CCN(c4cccc(OC)c4)CC3)c(C)o2)cc1	i	12.4%	5.0	-2.1%	4.1%	-1.0%	-8.1%	-2.3%	19.0
COc1ccccc1N1CCN(C(=O)c2ccc3c(=O)n(Cc4ccco4)c(=S)[nH]c3c2)CC1	i	-2.7%	0.0	-7.6%	x	7.7%	-0.1%	6.0%	9.0
S=c1[nH]nc(-c2ccc3ccccc3n2)o1	i	0.7%	0.0	-0.9%	16.0%	-4.4%	x	2.6%	17.0
Nn1c(-c2cccc(Br)c2)n[nH]c1=S	i	9.5%	12.0	1.9%	x	-1.6%	-7.6%	-3.3%	7.0
CC(C)CC(OC(=O)c1cccs1)C(=O)NCc1ccco1 (stereo not drawn)	i	7.3%	9.0	-0.9%	12.5%	-13.5%	-6.0%	5.3%	11.0	Spn PMK inh pilot replicates=4.5;MK inhibit pilot replicates=0.0;DPM-DC inhibit pilot screen %=0.0
CCOC(=O)c1nnn(-c2nc(OC)nc(N(C)C)n2)c1-c1ccccc1	i	6.7%	0.0	-1.7%	10.2%	-0.3%	16.9%	-1.0%	17.0
Cn1c2ccccc2c2ncn(CCC3=CCCCC3)c(=O)c21	i	8.5%	4.0	0.5%	6.3%	-5.5%	1.6%	-12.1%	7.0
CCOc1ccc(NC(=O)CSc2nnc(C3CC3)n2N)cc1	i	5.3%	5.0	-3.1%	0.1%	-9.3%	22.6%	-5.1%	10.0
COc1ccc(-c2nnc(N(C)C(=O)c3cccnc3)s2)cc1	i	3.9%	0.0	-5.9%	3.0%	-5.2%	-1.3%	4.4%	19.0
CCOC(=O)C1CCCN(C(=O)COC(=O)C2=COCCO2)C1 (stereo not drawn)	i	12.0%	0.0	3.0%	3.0%	2.6%	2.0%	2.5%	14.0
CC(NC(=O)OC1CCCCC1)N1C(=O)C2C3C=CC(C3)C2C1=O (stereo not drawn)	i	3.1%	6.0	-1.2%	5.8%	3.3%	5.3%	-3.2%	9.0
COc1ccc(OCCN2C(=O)NC(C)(c3ccc(C)cc3)C2=O)cc1 (stereo not drawn)	i	10.4%	0.0	0.9%	7.2%	-3.8%	-2.3%	-5.8%	16.0	Spn PMK inh pilot replicates=0.5;MK inhibit pilot replicates=0.0;DPM-DC inhibit pilot screen %=0.0
CC(NC(=O)C(NC(=O)C1CCCN1C(=O)OC(C)(C)C)C(C)C)C(N)=O (stereo not drawn)	i	11.0%	9.0	1.1%	-2.4%	-11.5%	1.7%	-7.2%	11.0
Cc1cc(C)c(-c2cc(NC(=O)CSc3nncn3C)n(-c3ccccc3)n2)cc1C	i	8.0%	3.0	-7.5%	x	13.2%	0.7%	25.9%	14.0
Cc1onc(-c2c(Cl)cccc2Cl)c1C(=O)NC(C)(C)CO	i	4.5%	1.0	-4.6%	6.3%	2.6%	3.1%	-10.8%	0.0
CSc1nnc2c3ccccc3n(Cc3ccccc3)c2n1	i	18.6%	5.0	-0.2%	3.0%	8.9%	4.3%	3.4%	12.0	Spn PMK inh pilot replicates=2.0;MK inhibit pilot replicates=6.5;DPM-DC inhibit pilot screen %=8.0
CCCC(=O)Nc1ccc(Cl)c(NC(=O)c2cccnc2)c1	i	8.4%	6.0	-6.4%	-9.2%	-4.5%	-1.1%	-1.6%	0.0
COc1cc(OC)cc(-c2nc(-c3ccccc3)no2)c1	i	2.6%	10.0	-9.4%	2.2%	-21.2%	x	-29.7%	4.0
Cc1[nH]nc(-c2ccc(O)cc2O)c1-c1ccc(Cl)cc1	i	-9.2%	3.0	-2.5%	0.0%	60.1%*	8.7%	53.9%*	5.0
CCc1cc2c(=O)c(-c3nc4ccccc4n3C)c(COCC(=O)O)oc2cc1O	i	7.8%	3.0	-5.2%	x	-1.3%	2.4%	4.2%	1.0
CSc1ccc(C2C(C#N)=C(N)Oc3cc4c(cc32)OCO4)cc1 (stereo not drawn)	i	7.3%	4.0	2.6%	3.6%	-1.0%	8.0%	5.5%	7.0
O=C(Nc1ccccc1)Nc1ccccn1	i	7.9%	0.0	2.3%	-4.7%	-7.4%	-0.1%	-12.4%	1.0
Cn1c(=O)c2c(nc(NCc3ccc4c(c3)OCO4)n2C)n(C)c1=O	i	16.0%	5.0	-6.3%	8.3%	-6.9%	4.8%	-3.2%	1.0

From PubChem BioAssay
